Assay outcomes (PubChem)
ADAM10 inh: ADAM10 inhibition, QFRET primary screen; O14672; recombinant ADAM10, EDANS/DABCYL FRET peptide cleavage, 3 h; inhibition, % at 7 µM; actives 0.62% (n = 370,000); AID 720582;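 active = inhibition above a per-campaign cutoff equal to the mean of compounds falling between control-based bounds plus 3 SD, cut at about 20% in these data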;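 note: 0% = DMSO wells while the 100% control is not disclosed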
hcDAF-12 act: H. contortus DAF-12 activation, primary screen. HEK293 hcDAF-12 lit1-tk-luc reporter, luminescence; 0% DMSO, 100% Δ7-dafachronic acid. activation, % at 6.8 µM. actives 1.4% (n = 370,000). AID 652067;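 active = activation above the mean of all tested compounds plus 3 SD, cut at about 5.5% in these data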;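 note: 100% = response to 3 µM Δ7-dafachronic acid high control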
FXN GAA850 act: frataxin GAA850 promoter activation; HEK293 lucGAA850 FXN promoter luciferase reporter, 24 h; percent of 10 µM SAHA response; activation, % at 6 µM; actives 0.56% (n = 360,000); AID 540364;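 active = activation above the average of all compounds screened plus 3 SD, cutoff fixed separately per campaign, cut at about 7.5% in these data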;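 note: 0% = DMSO wells and 100% = 10 µM SAHA wells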
ssDAF12 agonist: activates DAF-12 receptor from parasite S. stercoralis; HEK293 ssDAF-12/GRIP1 lit1-tk-luc reporter, luminescence; % of 3 µM dafachronic acid response; activation, % at 6.8 µM; actives 1% (n = 370,000); AID 652126;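 active = activation above the mean over all tested compounds plus 3 SD, cut at about 0.9% in these data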;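 note: 0% = DMSO-only wells and 100% = 3 µM delta7-dafachronic acid wells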
SMARCA2 act: increases SMARCA2 function in MMTV reporter cells; actives 1% (n = 370,000); activation, % at 9.1 µM; MG213 cells, MMTV-luciferase reporter, dexamethasone, overnight; in the data active = activation above about 7.8%;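 note: 0% = vehicle wells and 100% = reference activator wells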
GC-A act: GC-A (human) enzyme activation; P16066; HEK293 GC-A cells, cGMP TR-FRET, EC30 ANP; 0% at EC30 ANP, 100% saturating ANP; activation, % at 10 µM; actives 0.14% (n = 370,000); AID 1671463; in the data active = activation above about 40%
Target sequence (P16066 whole entry, looked up): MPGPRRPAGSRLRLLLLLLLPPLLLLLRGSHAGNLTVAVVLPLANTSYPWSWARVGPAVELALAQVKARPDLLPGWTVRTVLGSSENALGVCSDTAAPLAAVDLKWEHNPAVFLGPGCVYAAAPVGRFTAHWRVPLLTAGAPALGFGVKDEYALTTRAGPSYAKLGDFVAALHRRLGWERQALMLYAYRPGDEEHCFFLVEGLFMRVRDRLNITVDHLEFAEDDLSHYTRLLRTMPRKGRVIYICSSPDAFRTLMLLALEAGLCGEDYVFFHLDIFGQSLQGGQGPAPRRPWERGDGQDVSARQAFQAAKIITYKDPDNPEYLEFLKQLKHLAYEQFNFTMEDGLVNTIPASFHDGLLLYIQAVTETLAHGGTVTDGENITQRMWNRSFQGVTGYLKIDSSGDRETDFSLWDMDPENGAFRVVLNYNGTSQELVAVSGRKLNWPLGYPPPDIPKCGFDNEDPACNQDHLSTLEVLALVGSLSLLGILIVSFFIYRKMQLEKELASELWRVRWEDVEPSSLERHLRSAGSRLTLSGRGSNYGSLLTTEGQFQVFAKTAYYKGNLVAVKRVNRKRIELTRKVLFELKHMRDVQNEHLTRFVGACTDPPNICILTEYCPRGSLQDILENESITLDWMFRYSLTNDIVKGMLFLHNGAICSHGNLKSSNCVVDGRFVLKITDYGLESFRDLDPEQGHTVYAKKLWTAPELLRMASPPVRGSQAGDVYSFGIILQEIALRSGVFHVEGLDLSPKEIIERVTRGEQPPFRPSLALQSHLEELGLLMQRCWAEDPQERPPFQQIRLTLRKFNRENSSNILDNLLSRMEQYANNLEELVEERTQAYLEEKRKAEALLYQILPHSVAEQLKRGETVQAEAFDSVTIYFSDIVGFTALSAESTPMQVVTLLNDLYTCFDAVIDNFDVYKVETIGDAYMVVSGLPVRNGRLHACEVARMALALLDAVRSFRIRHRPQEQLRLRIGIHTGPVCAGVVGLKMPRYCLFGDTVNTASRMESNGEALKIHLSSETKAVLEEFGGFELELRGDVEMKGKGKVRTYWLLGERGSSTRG
ADAM17 inh: inhibitors of human ADAM17 | P78536 | recombinant ADAM17, EDANS/DABCYL FRET peptide cleavage | inhibition, % at 6.95 µM | actives 0.83% (n = 370,000);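 active = inhibition above the mean of compounds lying between control limits plus 3 SD, set per campaign, cut at about 8.5% in these data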;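 note: 0% = DMSO-only wells as the low control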
DAX1 inh-1: inhibitors of DAX1 repression of SF-1 activated StAR promoter. actives 1.1% (n = 370,000). HEK293T StAR-luciferase reporter, SF-1/DAX-1 repression relief. AID 652010. inhibition, % at 6.8 µM;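 active = inhibition above the mean over all tested compounds plus 3 SD, cut at about 3.6% in these data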;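 note: 0% = DAX-1 cells with DMSO and 100% = cells lacking DAX-1 with DMSO; higher inhibition means more luminescence from relief of DAX-1 repression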
hgDAF-12 ag: hgDAF-12 agonism, primary luciferase screen. HEK293 GAL4-hgDAF12 UAS-luciferase reporter, agonist luminescence; normalized to butyrate control. activation, % at 6.8 µM. actives 1.8% (n = 370,000). AID 687014;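 active = activation above a cutoff set at the mean of all screened compounds plus 3 SD, cut at about 10% in these data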;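 note: 0% = DMSO wells and 100% = sodium butyrate wells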
PG9 Ab binder: binds the HIV-1 gp120 antibody PG9; TR-FRET gp120-PG9 antibody binding; inhibition, % at 6.7 µM; actives 0.43% (n = 360,000); in the data active = inhibition above about 8.5%
DAX1 inh-2: inhibits human nuclear receptor DAX1; HEK293 Gal4-DAX1 luciferase reporter, luminescence; inhibition, % at 6.75 µM; actives 0.99% (n = 340,000); AID 504766;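 active = inhibition above the mean over all tested compounds plus 3 SD, cut at about 4.2% in these data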;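 note: 0% = DAX1-transfected cells with DMSO and 100% = empty-vector control cells with DMSO; inhibition shows as a rise in luminescence from relieved DAX1 repression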
Starred values were filed as active, the others as inactive; nt = no result given.

SMILES	ADAM10 inh	hcDAF-12 act	FXN GAA850 act	ssDAF12 agonist	SMARCA2 act	GC-A act	ADAM17 inh	DAX1 inh-1	hgDAF-12 ag	PG9 Ab binder	DAX1 inh-2
COc1ccccc1NC(=O)CCCCC(=O)Nc1ccccc1OC	4	-1.9	0.8	-1.6	2	0	-1	0.1	-0.7	0.1	-0.2
COc1ccc(NC(=O)CN2C(=O)NC(C)(c3ccccc3)C2=O)cn1 (stereo not given)	-14	-0.8	1.1	-0.3	-1	3	-2	-0.5	-1.1	0.2	1.1
NC(=O)c1ccccc1N/C=C/C(=O)c1ccccc1	-430	5.2	4.5	0.1	8.0*	1	-91	5.8*	13*	-1.1	1.5
CCN(CCCNC(=O)CNC(=O)c1nn(-c2ccc(OC)c(OC)c2)c(=O)c2ccccc12)c1ccccc1	7	-3.6	-2.7	-1.8	-1	4	-1	-0.5	-2.6	-1.9	-0.4
CCc1ccccc1S(=O)(=O)Cc1ccc(C(=O)NCc2cccs2)o1	4	-0.5	-1.5	-1.7	1	0	0	-1.1	2.8	-0.9	-1.0
Cc1cccc(NS(=O)(=O)c2cn(C)c(=O)n(C)c2=O)c1C	-4	0.3	0.0	-1.2	-1	5	-4	-1.0	0.0	-0.4	0.5
COc1ccc(CNC(=S)N/N=C/c2ccc(O)c(OC)c2)cc1	-11	0.8	-2.2	-0.7	-2	-3	-2	0.7	4.7	-3.4	-0.1
O=C(Cc1cccs1)Nc1nnc(COc2ccccc2)s1	-2	-0.1	2.3	-1.8	1	0	-4	-0.6	0.4	0.4	-0.4
Cc1ccc(N2C(=O)C(Cl)=C(NCc3ccccc3)C2=O)c(C)c1	14	-1.6	0.8	-1.2	3	4	-3	-0.3	-1.9	2.3	0.1
O=C(NC1CCCCN(Cc2cccc(Cl)c2)C1=O)c1ccc(-c2ccccc2)cc1 (stereo not given)	0	-0.5	nt	-1.9	-5	0	0	-3.6	3.6	nt	nt
CCCCNC(=O)C1(C)CCCCN1C(=O)c1c(Cl)cccc1Cl (stereo not given)	-2	-1.0	-0.6	-1.2	0	-1	-2	0.0	3.4	-0.9	nt
Cc1ccc(C23CC4CC(CC(C(=O)OCC(=O)N(C)C)(C4)C2)C3)cc1	3	-0.2	-0.5	-1.3	-2	-4	7	-0.1	-3.3	-1.6	0.5
CCN(CC(=O)NCc1ccc(Cl)cc1)C(=O)/C=C/c1ccco1	4	-1.9	-0.3	-1.7	3	-5	0	0.7	-1.6	-0.5	0.5
Cc1ccc(NC(=O)CCn2cccc2)cc1Cl	3	-1.4	4.3	-1.0	0	-2	-4	-0.3	0.2	1.3	1.3
CCc1nnc(NS(=O)(=O)c2ccc(NC(=O)c3ccccc3O)cc2)s1	-101	-0.8	-0.1	-1.4	-3	-2	-41	-0.1	0.3	0.6	1.3
Cc1oc(-c2ccccc2F)nc1CS(=O)CC(=O)NCc1ccccc1 (stereo not given)	-1	-2.3	0.9	-0.6	-1	0	-1	0.1	1.1	-2.7	-0.5
Cc1ccccc1-c1nc(CS(=O)(=O)CC(=O)NCc2ccco2)c(C)o1	-7	-3.6	-0.4	-0.9	-3	-2	-1	-0.6	-0.5	0.1	0.5
CN1CC(=O)N2[C@H](c3ccc4c(c3)OCO4)c3[nH]c4ccccc4c3C[C@@H]2C1=O	-3	-0.9	0.5	-1.3	-1	49*	-3	-0.7	49*	-1.3	-0.5
ON1C2CCCCC2N(O)C1c1c(F)c(F)c(F)c(F)c1F (stereo not given)	-17	0.1	2.3	-1.0	-2	1	-3	0.1	-0.7	-1.8	-0.4
CC(C)C[C@H]1CN([C@@H](Cc2ccccc2)CN2CCC[C@@H]2CN2C(=O)C(=O)NC[C@@H]2Cc2ccc(O)cc2)C(=O)C(=O)N1CCc1ccccc1	0	-0.8	nt	-0.8	-2	4	-1	-0.3	-2.9	-1.7	nt
Cc1ccccc1NC(=O)C1C2CCCC1C2c1ccccc1 (stereo not given)	-5	-0.3	0.3	-1.1	-2	-1	-2	-0.9	-1.3	-0.8	0.3
CC(C)c1ccc(S(=O)(=O)N2CCN(C(=O)c3cccc(F)c3)CC2)cc1	1	-1.2	0.6	-1.4	-1	0	-2	-0.5	-0.5	2.0	0.0
c1ccc(CSc2ncnc3c2cnn3Cc2ccccc2)cc1	0	-0.8	-0.6	-0.7	-2	4	-1	-0.9	0.2	1.6	1.1
CCC(c1nnnn1CCOC)N1CCN(c2nc3ccccc3s2)CC1 (stereo not given)	-2	0.5	-0.7	-1.4	0	-5	-2	-1.2	1.2	-1.3	-0.5
Cc1ccc2c(c1)c1c3n2CCN(C(=O)Cn2c(-c4ccccc4)noc2=O)C3CCC1 (stereo not given)	-25	-0.9	-2.3	-0.6	-4	-1	-4	-1.0	-1.3	-1.5	-0.4
SMILES	ADAM10 inh	hcDAF-12 act	FXN GAA850 act	ssDAF12 agonist	SMARCA2 act	GC-A act	ADAM17 inh	DAX1 inh-1	hgDAF-12 ag	PG9 Ab binder	DAX1 inh-2
Cc1csc(NC(=O)CSc2nnc(-c3ccccn3)n2-c2ccc(C)c(C)c2)n1	-1	-1.3	-3.4	-1.0	-1	5	1	-0.6	-3.8	4.4	-1.1
CCOC(=O)N1CCN(C(=O)c2cccc(S(=O)(=O)Nc3ccc(F)cc3)c2)CC1	-8	0.1	1.0	-1.3	-3	0	-1	-1.0	-0.8	-1.0	-0.3
CCN(C)C1CN(Cc2cn(CCCC(=O)OC)nn2)S(=O)(=O)C1 (stereo not given)	-3	1.2	nt	-1.1	-1	3	-4	2.1	-1.4	-0.1	nt
O=C1CSC(c2ccccc2[N+](=O)[O-])N1c1ccccc1 (stereo not given)	-5	-1.3	1.1	-1.4	2	-6	-3	-0.2	-1.1	-1.9	0.1
S=C(Nc1ccc(Oc2ccccc2)cc1)N(CCCN1CCOCC1)Cc1ccccn1	13	-0.5	0.0	-1.8	2	-1	2	0.7	1.8	0.3	1.2
COc1cc(F)ccc1S(=O)(=O)N1CCN(c2ccccc2)CC1	8	-1.4	3.0	-1.5	2	-1	3	-0.1	-1.3	-1.5	-0.1
CCCn1c(SCC(=O)NC2CCCC2)nnc1C(C)C	-12	-1.2	-1.6	-0.8	-1	4	-1	0.0	-0.5	-0.4	-0.4
N/C(=N\OC(=O)Oc1ccccc1)c1ccc([N+](=O)[O-])cc1	-4	3.9	-0.8	-1.9	-3	0	0	-0.4	-1.1	0.6	-0.5
CC(=O)Nc1ccccc1C(=O)C(=O)Nc1ccc(Cl)cc1	7	0.9	3.6	-0.5	3	0	-2	0.4	5.3	1.6	0.6
COc1ccc2c(CC(=O)Nc3ccc4nc(N5CCOCC5)sc4c3)coc2c1	0	2.1	0.5	-1.4	-2	-1	-1	-0.8	-1.8	2.4	-1.1
COc1ccc(-n2cccc2/C=C2/NC(=O)N(c3cccc(Cl)c3)C2=O)cc1	6	1.9	2.0	-0.9	0	-4	-6	0.0	5.9	2.0	-0.6
COc1ccc(-n2c(C)c([N+](=O)[O-])c3ccc(O)c(CN(C)C)c32)cc1	2	-2.3	-9.1	-1.1	-1	15	-3	-0.3	3.2	-0.9	-0.7
Cc1ccc(S(=O)(=O)c2c(C)nn(C(C)(C)C)c2OC(=O)CC(C)C)cc1	3	-0.8	-1.5	-1.9	-1	3	1	0.1	-0.6	-0.1	-1.8
O=C(NCCC(=O)N1CCN(S(=O)(=O)c2ccccc2Cl)CC1)Nc1ccccc1	1	0.3	1.1	-1.4	-2	3	-7	-1.4	-0.1	0.5	-0.4
CCCNS(=O)(=O)c1ccc(OCC(=O)N2CCc3ccccc3C2)c(C)c1	3	-2.9	-0.8	-1.9	-3	-1	-2	0.0	-2.9	-0.5	-2.5
CC(=O)N/N=C(\C)CCc1ccccc1	-6	-1.0	-1.1	-0.8	0	3	-4	0.3	3.7	2.1	1.3
COc1ccc(OC)c(CNn2c(-c3ccccc3F)nc3ccccc3c2=O)c1	3	-2.6	-0.5	-0.5	-2	-8	0	-0.8	-1.6	-3.3	-0.5
COc1ccccc1N1CCN(C2CCCN(Cc3cc(F)cc(F)c3)C2)CC1 (stereo not given)	-8	0.6	0.0	-1.5	-4	-2	-5	-0.1	0.7	-0.3	0.2
CCCCNC(=O)c1ccc2nc(CC)c(N(C)Cc3cccs3)n2c1	-11	-1.7	-5.1	-1.8	-3	2	-2	-0.1	-1.7	0.5	nt
CN1CCN(C(=O)CSc2nnc(COc3ccc(Cl)cc3)o2)CC1	-3	1.6	1.6	-0.5	1	9	-1	0.0	3.2	-0.3	0.9
O=P1(O)C=C(c2ccccc2)OC(c2ccccc2)=C1	7	9.9*	3.7	1.4*	4	0	-1	0.9	7.5	-0.6	0.2
CC(C)n1c(SCC(=O)NC2CCCCC2)nnc1-c1ccco1	-5	-0.6	-0.5	-1.2	-1	-1	0	-0.1	-0.8	-1.9	0.1
Cc1nc2nc(NCc3cccs3)nn2c(C)c1Cl	-210	-1.5	5.8	-1.5	6	0	-69	-0.4	-1.4	-1.6	0.3
COc1ccc(S(=O)(=O)N2CCN(Cc3ccco3)CC2)cc1	-2	-1.3	0.4	-0.9	1	1	1	-0.2	-0.4	-2.9	3.8
CCCCc1ccc(Nc2nc(N3CCOCC3)nc(N3CCOCC3)n2)cc1	0	0.6	0.7	-0.5	1	-2	-5	-0.2	0.1	-0.4	0.0
SMILES	ADAM10 inh	hcDAF-12 act	FXN GAA850 act	ssDAF12 agonist	SMARCA2 act	GC-A act	ADAM17 inh	DAX1 inh-1	hgDAF-12 ag	PG9 Ab binder	DAX1 inh-2
NC(=O)c1ccc(-n2nnnc2Oc2ccc(Br)cc2)cc1	-1	-0.7	0.1	-1.4	1	6	-5	-0.9	-2.0	-0.1	-0.3
C/C(=N\NC(=O)CNc1cccc(C(F)(F)F)c1)c1cccs1	4	-1.0	2.2	-1.6	-1	0	-1	-0.2	-4.1	-0.1	0.1
O=C(Nc1ccc2c(c1)OCO2)Nc1ccc(Cl)cc1Cl	3	0.6	0.7	-1.1	2	8	-1	1.2	6.7	-1.4	-0.7
O=C(N=C1SCC(=O)N1c1ccccc1Cl)c1ccco1	-8	2.1	5.3	-0.8	5	-4	-1	1.3	8.2	0.3	3.3
Cc1cccc(NC(=O)c2ccc(Cl)c(NC(=O)c3ccncc3)c2)c1C	-12	-2.3	-1.9	-1.4	-6	3	-4	-0.1	-3.0	-1.9	-0.1
C/C(=N\NC(=O)c1c(Br)cnn1C)c1ccc(NC(=O)c2ccc(F)cc2)cc1	7	3.7	3.7	-0.5	5	0	-3	0.8	9.2	0.4	-0.4
CC(C)=Nc1ccccc1C1COC(=O)C1=N (stereo not given)	-218	5.0	0.9	-0.3	-2	1	-58	0.6	3.7	-0.6	-0.2
CN(Cc1ccccc1F)c1nc(-c2cccs2)nc2ccccc12	-7	-2.4	3.8	-2.4	0	14	1	-0.8	0.5	-3.9	-0.5
